Assay outcomes: PubChem BioAssay, National Center for Advancing Translational Sciences (NCATS)
MBNL1 CUG block: qHTS Assay for Inhibitors of MBNL1-poly(CUG) RNA binding. TR-FRET MBNL1-His/biotin-(CUG)12 binding, 665/545 ratio. hit rate 0.036% among 280,000. Potency, µM (top dose mostly 57.5 µM), for inactives: top-dose activity change, negative = inhibition, most hits filed as inhibitors. Muscleblind-like protein 1 (Homo sapiens), Q9NR56; active = well fitted inhibition curve with a large enough effect in the signal ratio, with a control signal flat, not every such curve was filed as active; inconclusive = small, poorly fitted or top-dose-only effect, or effect the other way, or a change in a side signal; inactive = no such curve, though single readings can be large or run the other way; the % refers to the signal ratio; also: potency is read from the fitted curve at half-maximal effect; % is scaled to controls: 0 for no effect and ±100 for the full control effect
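Compounds (final 92 nM to 58 uM) are added to His-tagged MBNL1 and biotin-(CUG)12, then terbium anti-His antibody and streptavidin-XL665 (5 nM final). After 60 min at room temperature, the 665/545 nm ratio is read.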
Menin MLL FP TR: qHTS Assay for Inhibitors Targeting the Menin-MLL Interaction in MLL Related Leukemias: Competition With Texas Red Labeled MLL-derived Mutant Peptide; O00255; Menin + Texas Red MLL mutant peptide, fluorescence polarization; Potency, µM (series often up to 61.6 µM), for the others: at the top dose FP activity change, negative = inhibition, usual class: inhibitors; hit rate 0.23% among 270,000; active = well fitted inhibition curve with a large enough effect in the polarisation, with a control signal flat, not every such curve was filed as active; inconclusive = small, poorly fitted or top-dose-only effect, or effect the other way, or a change in a side signal; inactive = no such curve, though single readings can be large or run the other way; the % refers to the polarisation; also: potency is read from the fitted curve at half-maximal effect; % of control where 0% means no effect; many of its hits are not listed in these tables
S-ASM inh: Inhibitors of Secretory Acid Sphingomyelinase (S-ASM): qHTS; Sphingomyelin phosphodiesterase (Homo sapiens), P17405; placental ASM, HMU-PC fluorogenic substrate, 60 min; Potency, µM (highest dose often 57.5 µM), for inactives: at the top dose activity change, negative = inhibition, most hits filed as inhibitors; hit rate 0.006% among 340,000; AID 504937, 2011; also: potency is read from the fitted curve at half-maximal effect
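Steps: dispense placental human ASM, pin compound, wait 10 min at room temperature, add HMU-PC0 substrate at 9 uM final, incubate 60 min at 37 °C, add stop solution raising pH to 10, read fluorescence.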
TSHR antagonist: Antagonists of the Thyroid Stimulating Hormone Receptor: HTS campaign. Thyrotropin receptor (Homo sapiens), P16473. TSHR-expressing cells, TSH-stimulated cAMP HTRF, 2 h; stronger effect = lower value. activity change, negative = inhibition, % at 11.5 µM. hit rate 0.2% among 330,000. AID 504810, 2011;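 active = activity change below a set negative limit, meaning inhibition stronger than a set level, cut at about -70% in these data; inconclusive = activity change between two set negative limits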; also: % is scaled to controls: 0 for no effect and ±100 for the full control effect
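Cell-based HTRF cAMP assay; TSHR cells + compound, TSH EC80 (4nM final), 2 h, 37 deg C. Lysis with anti-cAMP cryptate and cAMP-d2, 30 min RT, read 665/620 nm.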
USP2a inh: qHTS Assay for Inhibitors of Ubiquitin-specific Protease USP2a Using CHOP2 as the Reporter. Ubiquitin carboxyl-terminal hydrolase 2 (Homo sapiens), O75604. USP2 core, Ub-CHOP2 coupled fluorogenic reporter, 485/531. Potency, µM (top dose mostly 38.3 µM), inactives show at the top dose activity change, negative = inhibition, usual class: inhibitors. hit rate 0.01% among 330,000. AID 463254, 2010;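 also: potency is read from the fitted curve at half-maximal effect; plate controls were DMSO wells for no effect and full inhibition by NEM control for full effect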
Target sequence (O75604 whole entry, looked up): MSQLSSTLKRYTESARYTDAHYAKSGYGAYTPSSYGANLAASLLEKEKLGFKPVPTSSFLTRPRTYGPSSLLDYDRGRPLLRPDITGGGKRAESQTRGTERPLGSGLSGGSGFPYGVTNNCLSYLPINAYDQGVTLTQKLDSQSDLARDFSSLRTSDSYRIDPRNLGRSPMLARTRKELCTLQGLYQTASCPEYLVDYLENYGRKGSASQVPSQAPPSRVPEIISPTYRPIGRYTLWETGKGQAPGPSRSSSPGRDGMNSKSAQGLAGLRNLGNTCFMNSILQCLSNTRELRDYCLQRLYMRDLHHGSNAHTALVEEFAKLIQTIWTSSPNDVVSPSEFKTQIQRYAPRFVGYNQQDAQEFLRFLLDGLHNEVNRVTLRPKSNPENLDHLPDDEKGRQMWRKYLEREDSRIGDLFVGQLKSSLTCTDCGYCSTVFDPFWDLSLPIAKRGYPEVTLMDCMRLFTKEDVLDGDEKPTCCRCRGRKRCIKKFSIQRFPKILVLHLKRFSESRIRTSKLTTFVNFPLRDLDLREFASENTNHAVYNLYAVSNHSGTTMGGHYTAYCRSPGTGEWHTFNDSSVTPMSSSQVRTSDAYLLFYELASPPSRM
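Cell-free coupled assay: 10nM USP2 core preincubated 30min RT with compound in Tris-HCl pH 8.0/CaCl2/CHAPS buffer, then 25nM Ub-CHOP2 and 25nM reporter substrate; fluorescence (Ex 485/Em 531) read after 60min RT, normalized to NEM inhibition, concentration-response curves fitted.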
hERG WT inh: qHTS for Inhibitors of KCHN2 3.1: Wildtype qHTS. Voltage-gated inwardly rectifying potassium channel KCNH2 (Homo sapiens), Q12809. U2OS, BacMam KCNH2, thallium flux FluxOr; stronger effect = lower value. activity change, % at 1.84 µM. hit rate 0.37% among 340,000. AID 720551, 2013;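 active = maximum activity change below -70%; inconclusive = maximum activity change between -70% and -50%; inactive = maximum activity change above -50%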; also: % is scaled to controls: 0 for no effect and ±100 for the full control effect
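U2OS cells transduced with wild-type KCNH2 virus are loaded with FluxOr dye for 45 min, and thallium flux is measured in kinetic reads before and after stimulation buffer. Rate constants are normalized to DMSO controls.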
Mito fusion yeast: qHTS Assay for Small Molecule Inhibitors of Mitochondrial Division or Activators of Mitochondrial Fusion; AID 485298, 2010; Potency, µM (series often up to 46.1 µM), inactives show at the top dose growth rescue (activation), usual class: activators; S. cerevisiae fusion-defective mutant growth rescue, CellTiterGlo 48 h; hit rate 0.23% among 320,000;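 also: potency is read from the fitted curve at half-maximal effect; % of control where 0% means no effect; nearly all actives have a fitted effect of over 45% in size; temperature-sensitive fusion mutants such as fzo1-1 at 37 °C on non-fermentable ethanol glycerol medium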
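Growth-rescue viability read-out: after 48 h at the non-permissive 37C in glycerol/ethanol YPEG, yeast mitochondrial fusion mutants are measured by CellTiterGlo luminescence; compounds (23 nl pinned per well) restoring growth score as division inhibitors or fusion activators.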
GALK inhibitor: qHTS Assay for Inhibitors of Human Galactokinase (GALK) | AID 1868, 2009 | Potency, µM (series often up to 57.5 µM), for the others: at the highest dose activity change, negative = inhibition, usual class: inhibitors | hit rate 0.007% among 270,000 | Purified GALK, Kinase-Glo residual ATP luminescence; also: potency is read from the fitted curve at half-maximal effect; % is scaled to controls: 0 for no effect and ±100 for the full control effect
Target sequence (P51570 whole entry, looked up): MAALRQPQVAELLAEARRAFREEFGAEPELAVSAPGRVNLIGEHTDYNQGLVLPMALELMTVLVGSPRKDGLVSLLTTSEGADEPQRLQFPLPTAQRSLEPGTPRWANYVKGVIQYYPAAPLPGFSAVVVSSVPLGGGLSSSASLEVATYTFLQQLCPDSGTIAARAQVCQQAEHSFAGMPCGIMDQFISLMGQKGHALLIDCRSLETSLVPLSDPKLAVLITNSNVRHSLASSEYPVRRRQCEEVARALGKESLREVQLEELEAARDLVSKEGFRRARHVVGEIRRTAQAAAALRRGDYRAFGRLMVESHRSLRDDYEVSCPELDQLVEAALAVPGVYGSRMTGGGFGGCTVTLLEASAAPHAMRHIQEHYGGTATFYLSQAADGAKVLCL
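Quantitative HTS: GALK 5 nM, ATP 35 uM, galactose 100 uM, 1 h room temperature, then luciferase-based ATP detection.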
PKM2 activator: qHTS Assay for Activators of Human Muscle isoform 2 Pyruvate Kinase | purified PKM2, Kinase-Glo ATP luminescence, activation; response scale: 0% is enzyme alone, no compound | Potency, µM (highest dose often 57.5 µM), without a hit: top-dose activation, most hits filed as activators | hit rate 0.34% among 260,000; also: potency is read from the fitted curve at half-maximal effect; % is scaled to controls: 0 for no effect and ±100 for the full control effect; nearly all actives have a fitted effect of over 55% in size
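Purified hPK-M2 (>95% pure) converted ADP (0.1 mM final) to ATP with 0.5 mM PEP in 50 mM imidazole pH7.2, KCl, MgCl2, Tween 20, BSA; 1 h at room temperature. ATP detected by Kinase-Glo luminescence.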
Eya2 phos inh: qHTS Assay for Inhibitors of the Phosphatase Activity of Eya2. hit rate 0.006% among 330,000. AID 488837, 2010. recombinant Eya2, OMFP fluorescence dephosphorylation (OMFP is methylfluorescein phosphate). Potency, µM (titrated, usually from 76.9 µM), without a hit: top-dose activity, negative = inhibition, most hits filed as inhibitors; also: potency is read from the fitted curve at half-maximal effect; % is scaled to controls: 0 for no effect and ±100 for the full control effect
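Eya2 (0.2 uM) preincubated 10 min at ambient with compound, then OMFP substrate added at 50 uM; 10 min reaction in 50 mM HEPES pH 7.5, 50 mM NaCl, 5 uM MgCl2, 0.05% BSA, 1 mM DTT. Fluorescence read at Ex 485/Em 525 nm.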
BCR signal inh: qHTS Assay to Find Inhibitors of Chronic Active B-Cell Receptor Signaling; AID 493014, 2011; ABC-DLBCL IkBa-CBG/CBR reporter, luminescence ratio, 4 h; hit rate 0.05% among 340,000; Potency, µM (titrated, usually from 46.1 µM), inactives show at the highest dose ratio change, negative = lower green/red ratio, most hits filed as inhibitors; active = well fitted inhibition curve with a large enough effect in the signal ratio, with a control signal flat, not every such curve was filed as active; inconclusive = small, poorly fitted or top-dose-only effect, or effect the other way, or a change in a side signal; the % refers to the signal ratio;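 also: potency is read from the fitted curve at half-maximal effect; plate controls were basal doxycycline-induced cells for no effect and cells given 10 µM MG132 for full effect; MG132 reads +100%, hits lower the ratio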
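Doxycycline induced both beetle luciferases in TMD8 lymphoma cells; IKK-driven degradation limits the IkappaBalpha-fused green signal, while red luminescence normalises for cell number and nonspecific effects. Compounds tested up to 46 uM, 4 hrs.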
* hit, by the source's call; [ ] = remark or other dose. Unless noted, calls follow the shape of the dose curve; as a rule, active = well fitted curve in the direction sought with a large enough effect; inconclusive = small, poorly fitted or top-dose-only effect, or another doubt; inactive = no such curve, though single readings can be large; an effect the other way counts as inactive or inconclusive. These rows are one share of the data; count on the stated rates, not on these rows.

How did O=C(c1cc2ccccc2oc1=O)N(Cc1ccco1)CC1CCCO1 (configuration not stated) do in these assays?
MBNL1 CUG block: 6%; Menin MLL FP TR: 12%; S-ASM inh: 5%; TSHR antagonist: 19; USP2a inh: -1%; hERG WT inh: -19; Mito fusion yeast: -1%; GALK inhibitor: -3%; PKM2 activator: 2%; Eya2 phos inh: 0%; BCR signal inh: 1%

Results for CC(=O)Nc1ccc(NC(=O)c2ccc(CN3CCc4ccccc4C3)cc2)cc1 ?
MBNL1 CUG block: -6%; Menin MLL FP TR: 49%[activator]; S-ASM inh: -3%; TSHR antagonist: 2; USP2a inh: 3%; hERG WT inh: -5; Mito fusion yeast: 5%; GALK inhibitor: -5%; PKM2 activator: -7%; Eya2 phos inh: -7%; BCR signal inh: 1%

How did COC(=O)Nc1ccc(S(=O)(=O)N2CCC(C(=O)N3CCCC(C)C3)CC2)cc1 (configuration not stated) do in these assays?
MBNL1 CUG block: -4%; Menin MLL FP TR: -3%; S-ASM inh: 1%; TSHR antagonist: 13; USP2a inh: 2%; hERG WT inh: -1; Mito fusion yeast: -2%; GALK inhibitor: 1%; PKM2 activator: -3%; Eya2 phos inh: -6%; BCR signal inh: -1%

What do the screens show for `CCCCOc1ccc(C(=O)N/N=C/c2ccc(OCCN3CCCCC3)c(OC)c2)cc1`?
MBNL1 CUG block: 23%; Menin MLL FP TR: -3%; S-ASM inh: -14%; TSHR antagonist: 7; USP2a inh: 3%; hERG WT inh: 18; Mito fusion yeast: 6%; GALK inhibitor: 2%; PKM2 activator: -2%; Eya2 phos inh: -4%; BCR signal inh: inconclusive

Results for COc1cccc(C(=O)Nc2ccc(-c3nc4ccccc4o3)c(O)c2)c1 ?
MBNL1 CUG block: inconclusive; Menin MLL FP TR: inconclusive; S-ASM inh: 21%; TSHR antagonist: -43; USP2a inh: 0%; hERG WT inh: -15; Mito fusion yeast: 22%; GALK inhibitor: 2%; PKM2 activator: 3%; Eya2 phos inh: -28%; BCR signal inh: 3%

Results for CCn1c(SCC(=O)Nc2ccc(Br)cc2)nc2sc3c(c2c1=O)CCN(C)C3 ?
MBNL1 CUG block: 20%; Menin MLL FP TR: 10%; S-ASM inh: 0%; TSHR antagonist: -2; USP2a inh: 0%; hERG WT inh: -1; Mito fusion yeast: 1%; GALK inhibitor: -1%; PKM2 activator: 7%[0.46 µM]; Eya2 phos inh: -2%; BCR signal inh: inconclusive

How did O=C(NNc1c2ccccc2nc2ccccc12)C12CC3CC(CC(C3)C1)C2 do in these assays?
MBNL1 CUG block: 11%; S-ASM inh: 5%; TSHR antagonist: -3; USP2a inh: -3%; hERG WT inh: -2; Mito fusion yeast: 4%; GALK inhibitor: 2%; PKM2 activator: -14%; Eya2 phos inh: -1%; BCR signal inh: 12%

How did CCS(=O)(=O)c1ccc2c(c1)N(S(=O)(=O)c1cccs1)CC(C(=O)O)O2 (configuration not stated) do in these assays?
MBNL1 CUG block: -2%; Menin MLL FP TR: -14%; S-ASM inh: 11%; TSHR antagonist: 4; USP2a inh: -1%; hERG WT inh: -14; Mito fusion yeast: -2%; GALK inhibitor: -4%; PKM2 activator: -3%; Eya2 phos inh: -12%; BCR signal inh: 4%

What do the screens show for `O=C1C(NS(=O)(=O)c2cccs2)=C(N2CCN(c3cccc(C(F)(F)F)c3)CC2)C(=O)c2ccccc21`?
MBNL1 CUG block: inconclusive; Menin MLL FP TR: inconclusive; S-ASM inh: -29%; TSHR antagonist: -16; USP2a inh: -3%; hERG WT inh: 0; Mito fusion yeast: 12%; GALK inhibitor: 1%; PKM2 activator: -11%; Eya2 phos inh: 9%; BCR signal inh: inconclusive

How did Cc1cccc(OCCn2ccnc2)c1 do in these assays?
MBNL1 CUG block: 2%; Menin MLL FP TR: 7%; S-ASM inh: -1%; TSHR antagonist: -8; USP2a inh: 2%; hERG WT inh: -3; Mito fusion yeast: -3%; GALK inhibitor: -3%; PKM2 activator: 8%; Eya2 phos inh: -1%; BCR signal inh: 3%

How did CCCCNC(=O)OCCSCCS(=O)(=O)c1ccc(Cl)cc1 do in these assays?
S-ASM inh: 3%; TSHR antagonist: 12; USP2a inh: -4%; hERG WT inh: 2; Mito fusion yeast: -3%; GALK inhibitor: -1%; PKM2 activator: -9%; Eya2 phos inh: 3%; BCR signal inh: 17%

What do the screens show for `COc1ccc(-n2cnc3ccccc32)cc1`?
MBNL1 CUG block: 1%; Menin MLL FP TR: -9%; S-ASM inh: 0%; TSHR antagonist: 0; USP2a inh: 1%; hERG WT inh: 12; Mito fusion yeast: 1%; GALK inhibitor: 0%; PKM2 activator: 4%; Eya2 phos inh: 11%; BCR signal inh: 19%

What do the screens show for `O=C(NCc1ccccc1Br)c1ccncc1`?
MBNL1 CUG block: -20%; Menin MLL FP TR: 13%; S-ASM inh: 2%; TSHR antagonist: 24; USP2a inh: 0%; hERG WT inh: 7; Mito fusion yeast: 1%; GALK inhibitor: -6%; PKM2 activator: 3%; Eya2 phos inh: 5%; BCR signal inh: inconclusive

How did CN(Cc1cccc(-n2cccn2)c1)C(=O)CCc1nnc(C2CCCCC2)o1 do in these assays?
MBNL1 CUG block: -1%; Menin MLL FP TR: -20%; S-ASM inh: 3%; TSHR antagonist: -10; USP2a inh: -1%; hERG WT inh: -1; Mito fusion yeast: 5%; GALK inhibitor: 1%; PKM2 activator: -2%; Eya2 phos inh: 0%; BCR signal inh: inconclusive

Results for COc1cc2nc(CCc3ccccc3)oc(=O)c2cc1OC ?
MBNL1 CUG block: -5%; Menin MLL FP TR: 9%; S-ASM inh: 0%; TSHR antagonist: -4; USP2a inh: 2%; hERG WT inh: 2; Mito fusion yeast: 7%; GALK inhibitor: 7%; PKM2 activator: 2%; Eya2 phos inh: inconclusive; BCR signal inh: inconclusive

How did Cc1ccccc1C1=NC(c2ccc(F)cc2F)ON1 (configuration not stated) do in these assays?
MBNL1 CUG block: 0%; Menin MLL FP TR: 16%; S-ASM inh: 2%; TSHR antagonist: 9; USP2a inh: -2%; hERG WT inh: -9; Mito fusion yeast: -5%; GALK inhibitor: -3%; PKM2 activator: 2%; Eya2 phos inh: 22%; BCR signal inh: -5%

Results for O=c1[nH]c(CCl)nc2cc(-c3ccc(F)cc3)sc12 ?
MBNL1 CUG block: inconclusive; Menin MLL FP TR: -13%; S-ASM inh: 4%; TSHR antagonist: -21; USP2a inh: -1%; hERG WT inh: 3; Mito fusion yeast: -5%; GALK inhibitor: -2%; Eya2 phos inh: 13%; BCR signal inh: inconclusive

Results for O=C(NCc1cccnc1)c1ccc(CS(=O)(=O)c2ccc(Br)cc2)o1 ?
MBNL1 CUG block: -4%; Menin MLL FP TR: 5%; S-ASM inh: 1%; TSHR antagonist: 5; USP2a inh: 1%; hERG WT inh: 1; Mito fusion yeast: -1%; GALK inhibitor: 3%; PKM2 activator: -4%; Eya2 phos inh: 3%; BCR signal inh: inconclusive
